# RAD52 inh: RAD52 (human) annealing inhibition; P43351; recombinant RAD52 DNA annealing, FRET fluorescence; inhibition, % at 18.7 µM; 0.46% of 360,000 active; AID 651710;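 active = every replicate showing at least 50% inhibition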
# ERAP1 HTS inh: ERAP1 (human) enzyme inhibition. recombinant ERAP1, Leu-AMC fluorescence, 60 min. inhibition, % at 10.7 µM. 0.15% of 340,000 active;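 active = mean replicate inhibition of at least 30%, or all replicates individually reaching that 30% level; inactive = mean below 30% and not every replicate reaching it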;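 note: 0% = neutral control wells and 100% = L-leucinethiol positive control wells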
# Target sequence (Q9NZ08 whole entry, looked up): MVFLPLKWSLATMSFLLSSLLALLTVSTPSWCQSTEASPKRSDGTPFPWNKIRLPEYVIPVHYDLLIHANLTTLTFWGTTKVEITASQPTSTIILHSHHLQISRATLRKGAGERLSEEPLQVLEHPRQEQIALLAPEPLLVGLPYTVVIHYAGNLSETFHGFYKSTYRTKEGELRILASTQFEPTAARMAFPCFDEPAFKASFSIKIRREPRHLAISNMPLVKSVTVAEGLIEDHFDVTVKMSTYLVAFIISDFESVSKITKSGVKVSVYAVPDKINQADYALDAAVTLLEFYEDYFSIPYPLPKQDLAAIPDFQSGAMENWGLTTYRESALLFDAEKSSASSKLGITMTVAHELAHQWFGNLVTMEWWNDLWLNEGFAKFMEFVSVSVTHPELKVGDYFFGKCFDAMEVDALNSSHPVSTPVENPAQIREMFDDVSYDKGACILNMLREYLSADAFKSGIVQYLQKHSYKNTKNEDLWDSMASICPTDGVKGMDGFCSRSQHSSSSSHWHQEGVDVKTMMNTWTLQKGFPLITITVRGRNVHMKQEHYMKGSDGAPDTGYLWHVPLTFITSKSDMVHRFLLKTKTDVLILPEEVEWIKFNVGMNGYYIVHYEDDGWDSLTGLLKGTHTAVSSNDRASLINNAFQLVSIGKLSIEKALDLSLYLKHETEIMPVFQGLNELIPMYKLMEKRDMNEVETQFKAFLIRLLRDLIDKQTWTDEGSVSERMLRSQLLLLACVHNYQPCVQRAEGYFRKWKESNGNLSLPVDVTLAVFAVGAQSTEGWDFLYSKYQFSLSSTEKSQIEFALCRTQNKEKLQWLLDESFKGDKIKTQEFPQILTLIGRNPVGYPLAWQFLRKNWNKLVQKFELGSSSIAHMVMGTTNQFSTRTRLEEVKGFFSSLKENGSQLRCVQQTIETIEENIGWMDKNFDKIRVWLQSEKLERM
# E-sel inducer: E-selectin induction on HUVECs; P16581; HUVEC E-selectin immunofluorescence imaging; normalized: neutral wells 0, TNF-alpha wells 100; activation, % at 7.58 µM; 0.37% of 260,000 active; AID 686992;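 active = mean E-selectin-positive cell signal at least 10% of the positive control, reached in at least 60% of replicates, without over 20% cell loss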;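 note: in these data hits start at about 27%; measured in HUVEC primary endothelial cells; signal is the percent of cells scored E-selectin positive by PE staining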
#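 Material: HUVEC primary endothelial cells; Amount: 3,000 cells per well; Dosing: single concentration; Medium: EGM-2 growth medium on 0.1% gelatin-coated wells; Read-out basis: percent E-selectin-positive cells; Signal: immunofluorescence imaging; Control set: TNF-alpha, DMSO.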
# * = called active by the depositor. A portion of the library; count on the stated rates, not on these rows.
# A first look:
SMILES,RAD52 inh,ERAP1 HTS inh,E-sel inducer
CCOC(=O)C(=NC(C)C)NNc1cc(Cl)ccc1Cl,-11.6,2.6,0.9
Cc1ccc(CNC(=O)Cn2cnc3cc([N+](=O)[O-])ccc3c2=O)cc1,-16.0,-1.3,-0.4

# Results, previewed entries included:
SMILES,RAD52 inh,ERAP1 HTS inh,E-sel inducer
CCOC(=O)C(=NC(C)C)NNc1cc(Cl)ccc1Cl,-11.6,2.6,0.9
Cc1ccc(CNC(=O)Cn2cnc3cc([N+](=O)[O-])ccc3c2=O)cc1,-16.0,-1.3,-0.4
CCc1nc(N2[C@H](CO)[C@H](c3ccccc3-c3ccc(F)cc3)[C@@H]2C#N)sc1C,60.3*,2.4,0.1
CCN(CC)S(=O)(=O)c1ccc(N2CCOCC2)c(NC(=O)C(C)(C)C)c1,-4.6,0.1,0.9
O=C(O)CSc1ccc2nnc(-c3cccnc3)n2n1,-7.1,1.4,0.3
Cc1cc(OCC(=O)Nc2ccccc2N2CCCCC2)ccc1C(C)C,-29.6,0.2,1.2
CC(=O)C1=C(C)Nc2ncnn2C1c1ccc(Br)cc1 (stereo not drawn),-0.7,1.8,0.4
O=C(Cc1ccc([N+](=O)[O-])cc1)N1CCN=C1SCc1ccccc1,-8.6,0.7,-0.2
CCOC(=O)N1CCN(C(=O)CNC2CCCCCCC2)CC1,-5.3,0.2,1.2
COC(=O)[C@]12C[C@H](CC(=O)NCCCN3CCCC3=O)C(=O)N(Cc3ccccc3)C1=C[C@H](C1CCCC1)O[C@@H]2C,-22.1,-4.3,-0.2
Nc1[nH]c(C(=O)c2ccccc2)c(-c2ccc(Cl)c(F)c2)c1C(=O)NCCc1c[nH]c2ccccc12,5.2,-0.1,0.8
CN1CCN(CC(=O)N/N=C\c2c[nH]c3ccccc23)CC1,-8.5,-0.4,0.1
CC(=O)c1cccc(NC(=O)C2CC(=O)N(CCc3ccccc3)C2)c1 (stereo not drawn),-4.7,-0.2,0.2
Cc1cccnc1NC(=O)c1ccc2c(c1)OCCO2,-2.5,-5.0,0.3
CCCN(CCC)CCCNC(=O)C(NS(=O)(=O)c1ccc2c(c1)CCC(=O)N2)c1ccccc1 (stereo not drawn),-5.8,-1.0,1.6

# Arranged by molecular weight (ascending): some entries from above
SMILES,RAD52 inh,ERAP1 HTS inh,E-sel inducer
CCOC(=O)N1CCN(C(=O)CNC2CCCCCCC2)CC1,-5.3,0.2,1.2
CC(=O)c1cccc(NC(=O)C2CC(=O)N(CCc3ccccc3)C2)c1 (stereo not drawn),-4.7,-0.2,0.2
CCN(CC)S(=O)(=O)c1ccc(N2CCOCC2)c(NC(=O)C(C)(C)C)c1,-4.6,0.1,0.9

# The results go on.
SMILES,RAD52 inh,ERAP1 HTS inh,E-sel inducer
CCNC(=O)NC(=O)COC(=O)C1CSC2(C)CCC(=O)N12 (stereo not drawn),-21.3,-1.4,0.0
CCCCNc1c(-c2ccc(SC(C)CC)cc2)nc2ccc(Cl)cn12 (stereo not drawn),-13.7,-4.0,0.3
NCC1C2CCC(O2)C1CO (stereo not drawn),-22.2,-1.2,0.1
CC(=O)N1CCc2cc(N=NC3=C(O)CC(C)(C)CC3=O)ccc21,-107.4,6.4,3.2
O=C(C[C@H]1C=C[C@H](NC(=O)C2CC2)[C@H](CO)O1)NCCc1cscn1,-1.5,0.9,-0.1
O=C(N[C@H](Cc1ccccc1)C(=O)N1CCN(C(=O)N2CCCCC2)CC1)[C@H]1O[C@@H](n2ccc(=O)[nH]c2=O)[C@H](O)[C@@H]1O,-6.2,-1.4,0.4
O=C(CN1CCN(Cc2ccccc2Cl)CC1)N/N=C/c1ccco1,-18.8,0.8,2.3
Cc1ccccc1-c1ccc(C2[C@H]3CNC[C@@H]2N3S(=O)(=O)Cc2ccccc2)cc1 (stereo partly drawn),41.8,0.1,0.0
O=C(/C=C/c1cccc([N+](=O)[O-])c1)c1ccc2c(c1)OCCO2,-12.8,1.3,4.5
Cc1ccc(-c2cc(NC(=O)Cc3c[nH]c4ccccc34)ccc2N(C)c2cccnc2)cc1,-5.2,-4.3,0.4
Cc1noc(C)c1COc1ccc(CC(=O)NC2CCCCCC2)cc1,-4.3,1.6,-1.2
COc1cccc(Cn2cnc(-c3ccccc3OC)c2C2CC2)c1,2.1,0.2,-0.3
COC(=O)c1cc(NC(C)=O)ccc1N1CCOCC1,6.2,-2.1,0.4
CCCC(=O)N1CCC2(CC1)CN(C(=O)C1CCC1)[C@H](CO)c1[nH]c3cc(OC)ccc3c12,3.7,-0.8,0.1
CCCCn1c(N)c(N(CC(C)C)C(=O)c2ccc(N(C)S(=O)(=O)c3ccc(C)cc3)cc2)c(=O)[nH]c1=O,-13.3,-2.1,-0.5
CC(=O)NNc1ncnc2c1cnn2-c1ccc(C)c(C)c1,-17.6,-3.0,5.3
CC1CN(C(C)C)C(=S)NC1=O (stereo not drawn),2.8,-2.4,-0.6
CCOC(=O)COc1ccc2ccccc2c1/C=C/[N+](=O)[O-],-2.5,-5.9,6.1
C/C(=N/NC(=O)Cc1c(C)[nH][nH]c1=O)c1ccc(O)cc1,-12.9,6.5,2.1
CCN(CC)S(=O)(=O)c1cccc(NC(=O)CSc2nc3ccccc3[nH]2)c1,-24.6,-2.6,0.0
Cc1ccc(-c2c(C(=O)O)c(C(=O)O)c3n2CCC3)cc1,-6.8,-3.5,0.2
CCN1CCN(c2ccc(S(=O)(=O)N3CCOCC3)cc2NC(=O)c2ccccc2OC(F)F)CC1,-12.8,2.1,0.0
Cc1ccc(S(=O)(=O)N(C(=O)c2ccncc2)c2ccc(OC(=O)c3ccncc3)cc2)c(C)c1,-5.6,-4.0,-2.4
O=C(NCCN1CCOCC1)/C(=C\c1ccccc1Cl)NC(=O)c1ccccc1,-12.4,-0.8,2.6
Nc1nc(NCCOCCO)nc(NCC2CCCO2)c1[N+](=O)[O-] (stereo not drawn),-6.5,4.4,3.8
Cc1ccc(C(=O)C(C)N2C(=O)NC(C)(c3ccccc3)C2=O)cc1 (stereo not drawn),-4.6,-2.8,7.5
Cc1cc(C)c2c(N=NN3CCCCC3)[nH]nc2n1,-0.4,-1.1,0.3
O=C(O)c1cc(Cl)c2c(c1)OCO2,-11.5,-1.4,1.5
CC1CCCN(C(=O)COC(=O)c2cc([N+](=O)[O-])ccc2N2CCOCC2)C1 (stereo not drawn),9.2,8.8,0.3
Nc1nc(=O)c2ccccc2s1,-0.2,1.7,-0.4
Cc1ccc(-c2nc3ccc(C)cn3c2Cc2cccc(Cl)c2)cc1,-25.5,-1.1,0.0
COc1ccc(C(CNC(=O)CSc2ccc(Br)cc2)N2CCOCC2)cc1 (stereo not drawn),0.3,3.6,0.0
CCCCn1c(N)c(N(CCC(C)C)C(=O)CCN2C(=O)C3CC=CCC3C2=O)c(=O)[nH]c1=O (stereo not drawn),-13.6,0.8,-2.1
COc1cc(Nc2nc3c(N)cc(C(F)(F)F)cc3nc2-c2ccccc2)cc(OC)c1OC,-18.9,1.4,-0.6
COc1ccc(C(=O)C[n+]2cccc(Br)c2)cc1,-16.8,-3.1,0.3
CC1=C[C@H]2Cc3cc(C)cc(C)c3S(=O)(=O)[C@@H]2C=C1,-11.2,11.0,-2.2
O=C(CSc1nnc2ccccn12)Nc1cccc(-c2nc3ccccc3s2)c1,-15.8,-0.9,-1.6
Cc1cccc(OCCCn2c(=O)oc3ccc(C)cc32)c1,-4.5,0.6,-1.2
Cc1ccc(C2C(C(=O)c3cccs3)=C(O)C(=O)N2c2cccc(C)n2)cc1 (stereo not drawn),-18.1,5.0,0.0
CN(C)S(=O)(=O)c1ccc(C(=O)Nc2ccccc2SCCC#N)cc1,-8.1,1.3,1.3
O=C(c1c[nH]c2ccccc2c1=O)N1CCCCCC1,-7.9,1.3,-1.8
CCN(CC(=O)Nc1ccccc1C(F)(F)F)C(=O)C1CSC2(C)CCC(=O)N12 (stereo not drawn),1.6,-11.3,0.0
COc1cccc(C=NNC(=S)NC2CC3CCC2C3)c1O (stereo not drawn),-17.7,-0.7,-0.2
CN(C)C(CNc1ccc([N+](=O)[O-])cc1C#N)c1ccccc1 (stereo not drawn),-17.6,2.4,-0.2
O=C(/C=C/c1ccccc1Cl)c1ccc[nH]1,-8.3,0.8,-0.2

# Copied from the list.
# ERAP1 HTS inh result of Cc1cccc(OCCCn2c(=O)oc3ccc(C)cc32)c1 : 0.6
# RAD52 inh result of Cc1cc(OCC(=O)Nc2ccccc2N2CCCCC2)ccc1C(C)C : -29.6
# E-sel inducer result of Nc1nc(=O)c2ccccc2s1 : -0.4
# RAD52 inh result of Cc1cc(C)c2c(N=NN3CCCCC3)[nH]nc2n1 : -0.4

# (listing goes on)
SMILES,RAD52 inh,ERAP1 HTS inh,E-sel inducer
O=C(Nc1ncn[nH]1)c1ccc(Cl)cc1Cl,-5.4,1.8,-1.7
O=C(O)CC(Sc1ccc(Cl)cc1)C(=O)Nc1ccccc1 (stereo not drawn),-21.5,-2.0,-0.1
Brc1ccc(-c2csc(N/N=C/c3ccc4c(c3)OCO4)n2)cc1,-8.3,-2.3,1.1
C#CCNC(=O)C[C@@H]1C[C@@]2(C(=O)OC)CC(C)(C)CC=C2N(CCc2ccc(OC)c(OC)c2)C1=O,-7.1,3.2,1.0
COc1ccc(CCC(=O)OCC(=O)Nc2ccc3[nH]c(=O)[nH]c3c2)cc1,-8.5,-2.8,0.4
CCOc1nc(OCC)c2[nH]c(C(=O)O)c(Br)c2n1,3.0,-2.7,-0.1
CCOC(=O)c1c(C)[nH]c(C(=O)N2CCCC(C(=O)c3cccc(OC)c3)C2)c1C (stereo not drawn),-94.0,-0.7,0.9
CCN(CC)C(=O)CSc1nc(-c2ccccc2)ccc1C#N,-17.0,1.4,0.9
O=C(NC(=S)Nc1ccc(NC(=O)c2ccccc2)cc1)c1ccc(F)cc1,-12.7,-1.4,4.0
CCOC(=O)c1cc2c(=O)[nH]c(C(Cl)(Cl)Cl)nc2o1,-15.3,1.6,0.1
Nc1ccc(-c2nc3ccc(N)cc3[nH]2)cc1,-3.9,-3.7,-0.1
O=C(CC1Sc2ncnn2C1=O)Nc1ccc(Cl)cc1 (stereo not drawn),-9.2,-0.9,-1.5
CC(C)C[C@@H]1O[C@H](CCc2ccccc2)Cc2[nH][nH]c(=O)c21,-11.2,-0.2,0.2
COC(=O)c1ccc2c(=O)n(CCCCCC(=O)O)c(=O)[nH]c2c1,-6.5,5.2,0.3
COC(=O)CC1=NN(c2ccc(OC)cc2)C(=O)/C1=C\c1ccc(Cl)cc1,-12.1,2.5,-0.7
COc1ccc2c3c(n(C)c2c1)[C@H](CO)N(C(=O)c1cnccn1)CC31CN(C(=O)c2cnccn2)C1,5.9,-5.9,0.1
CC(C)C[C@@H]1CN(CCCC[C@H]2CNC(=O)C(=O)N2CCC2CCCCC2)C(=O)C(=O)N1CCC1CCCCC1,10.5,-0.8,0.1
COc1ccc2nc(NC3=NC(c4ccccc4)CC(=O)N3)nc(C)c2c1 (stereo not drawn),71.9*,-5.0,-0.1
Cc1ccnn1CC(=O)N/N=C/c1cn[nH]c1-c1ccc(F)cc1,-6.1,1.3,-0.3
O=C1C2C3C=CC(C4CC34)C2C(=O)N1/N=C/c1cccs1 (stereo not drawn),-3.9,-1.6,-0.2
CCC(C)C(NC(=O)OC(C)(C)C)C(=O)NC(C)C(N)=O (stereo not drawn),-6.6,0.5,-0.2
CC(C(=O)NCc1ccccc1)n1c(CSCCOc2ccccc2)nc2ccccc21 (stereo not drawn),-14.7,0.4,0.2
CCOc1cccc(C=NNC(=O)C(=O)Nc2cccc(C(F)(F)F)c2)c1O,-64.3,-2.2,0.5
COc1ccc2c3c([nH]c2c1)[C@@H](CO)N(C(=O)C1CCCC1)CC31CCN(C)CC1,10.8,-0.7,-0.1
CCOC(=O)CN1C(=O)/C(=C/c2ccc(Cl)cc2)Oc2ccccc21,-13.1,-3.5,2.6
CCOc1ccc(-c2ccc(SCC(=O)Nc3nnc(CC)s3)nn2)cc1,-1.2,5.9,-2.8
Cc1ccc2c(c1C)C(=O)C(=O)N2,5.4,-5.6,0.0
O=C(CSCc1ccccc1)N/N=C/c1cc2c(cc1Br)OCO2,1.3,0.5,-2.0
CCCCn1c(N)c(N(CC(C)C)C(=O)c2ccncc2)c(=O)[nH]c1=O,-0.4,0.1,1.3
COc1ccccc1-c1ccc([C@H]2[C@@H](CO)N(C(C)=O)[C@H]2CN(C)C(C)=O)cc1,-7.4,-7.1,-0.2

# The list goes on, starting with the last 2 of the part before.
SMILES,RAD52 inh,ERAP1 HTS inh,E-sel inducer
CCCCn1c(N)c(N(CC(C)C)C(=O)c2ccncc2)c(=O)[nH]c1=O,-0.4,0.1,1.3
COc1ccccc1-c1ccc([C@H]2[C@@H](CO)N(C(C)=O)[C@H]2CN(C)C(C)=O)cc1,-7.4,-7.1,-0.2
COc1ccc2c3c(n(C)c2c1)[C@@H](CO)N(C(=O)CN1CCOCC1)CC31CN(C(=O)Nc2cccc(F)c2)C1,-7.3,-6.0,-0.3
Nc1[nH]c(C(=O)c2ccc(Br)cc2)c(-c2ccc(Br)cc2)c1C(=O)NCc1cccc2ccccc12,-17.7,1.5,0.5
COc1ccc2c3c([nH]c2c1)[C@H](CO)N(C(=O)c1ccccn1)CC31CCN(C(=O)C2CCC2)CC1,-13.6,4.2,-0.3
Cn1cc([C@]2(O)C(=O)Nc3ccc(F)cc32)c2ccccc21,-8.4,0.4,0.8
CC1CCc2sc(C(=O)NCC(C)(C)N3CCOCC3)cc2C1 (stereo not drawn),-9.6,2.0,1.2
